# Rpn11 block: blocks the human proteasome subunit Rpn11. human 26S proteasome, Ub4-pepOG fluorescence polarization; 20S core pre-blocked with epoxomicin. calls only at 20 µM. actives 0.59% (n = 360,000). AID 588493;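 active = inhibition at 20 µM, scaled to each plate's controls, above about 33%, limit read from the data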
# SUMO1-SIM PPI: alters human SUMO1 binding to SIM partners; SUMO1 binding to a labelled peptide, TR-FRET, 1 h; inhibition, % at 20 µM; actives 0.33% (n = 360,000); AID 602429; in the data active = inhibition above about 37%
# Target sequence (P63165 whole entry, looked up): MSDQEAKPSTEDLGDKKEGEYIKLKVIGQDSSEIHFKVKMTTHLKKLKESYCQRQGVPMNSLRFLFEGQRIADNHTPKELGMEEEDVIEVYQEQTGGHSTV
# Scp1 inh: blocks human Scp-1 phosphatase activity. actives 0.88% (n = 340,000). Recombinant Scp1, phosphopeptide, malachite green phosphate absorbance. inhibition, % at 20 µM. Q9GZU7;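 active = inhibition above about 50% at 20 µM, limit read from the data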;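 note: plate controls were DMSO wells with enzyme for no effect and wells lacking enzyme for full effect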
# Target sequence (Q9GZU7 76-261 limits assumed): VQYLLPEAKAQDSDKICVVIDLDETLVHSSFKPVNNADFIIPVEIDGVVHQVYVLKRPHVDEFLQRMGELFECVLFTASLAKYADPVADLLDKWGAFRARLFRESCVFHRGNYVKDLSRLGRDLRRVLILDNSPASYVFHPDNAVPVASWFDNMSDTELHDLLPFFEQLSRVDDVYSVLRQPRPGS
#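 Test system: SCP-1 phosphatase catalytic domain, residues 76-261 | Compound dosing: One concentration, 20 µM, with 1.0% DMSO | Schedule: 45 min room-temperature reaction, 5 min colour, 30 min stabiliser | Detection: Absorbance at 630 nm | Read-out basis: % inhibition of SCP-1 phosphate liberation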
# DNMT1 inh: DNMT1 (human) enzyme inhibition | inhibition (reported as % activation of signal), % at 10 µM | actives 0.83% (n = 360,000) | DNMT1 molecular beacon, Hinp1I cleavage, fluorescence; in the data active = inhibition above about 50%
# Tb MetRS inh: Trypanosoma brucei MetRS inhibition. inhibition, % at 11.9 µM. purified T. brucei MetRS, ATP depletion, Kinase-Glo luminescence. actives 0.4% (n = 360,000). AID 624268;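 active = inhibition above a per-plate cutoff of the control wells' mean inhibition plus 3 SD, cut at about 5.5% in these data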;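 note: 0% = DMSO wells median and 100% = median of wells with control inhibitor compound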
#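 assay system = parasite MetRS enzyme | timing = 15 min preincubation, 2 h reaction, all 25 °C | evaluation = percent inhibition relative to median high and low control wells | medium = HEPES buffer containing pyrophosphatase, BSA, spermine, DTT | compound = single dose, 11.9 µM final nominal, 0.9% final DMSO | detection = Kinase-Glo luminescence, ATP depletion format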
# CSN deneddyl inh: blocks human CSN-mediated cullin deneddylation. Purified CSN, SCF-Nedd8-OG deneddylation, fluorescence polarization. inhibition, % at 12.5 µM. actives 0.38% (n = 360,000). AID 651999;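 active = pattern-corrected inhibition above about 35%, with an unprinted fluorescence ratio check between 0.5 and 1.5, limit read from the data, passing the limit was not always enough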;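 note: 0% = enzyme with substrate and 100% = substrate without enzyme; some results filed as inactive read as strong as hits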
#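 Assay system: purified human Csn5 enzyme expressed in HEK293T cells; measure: % inhibition; also added: SCFSkp2-Nedd8OG substrate at 10 nM final; technique: fluorescence polarization; times: reaction 90 min, room temperature; medium: Tris buffer pH 7.5, NaCl, DTT, Tween-20, trehalose, ovalbumin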
# MLLE-PAM2 inh: inhibitors of microRNA-mediated deadenylation, human PABP1 MLLE binding. P11940. GST-MLLE / FITC-PAM2 fluorescence polarization. inhibition, % at 20 µM. actives 0.36% (n = 360,000); in the data active = inhibition above about 35%, passing the limit was not always enough;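 note: plate controls were DMSO wells with GST-MLLE for no effect and wells lacking GST-MLLE protein for full effect; some results filed as inactive read as strong as hits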
# Target sequence (P11940 whole entry, looked up): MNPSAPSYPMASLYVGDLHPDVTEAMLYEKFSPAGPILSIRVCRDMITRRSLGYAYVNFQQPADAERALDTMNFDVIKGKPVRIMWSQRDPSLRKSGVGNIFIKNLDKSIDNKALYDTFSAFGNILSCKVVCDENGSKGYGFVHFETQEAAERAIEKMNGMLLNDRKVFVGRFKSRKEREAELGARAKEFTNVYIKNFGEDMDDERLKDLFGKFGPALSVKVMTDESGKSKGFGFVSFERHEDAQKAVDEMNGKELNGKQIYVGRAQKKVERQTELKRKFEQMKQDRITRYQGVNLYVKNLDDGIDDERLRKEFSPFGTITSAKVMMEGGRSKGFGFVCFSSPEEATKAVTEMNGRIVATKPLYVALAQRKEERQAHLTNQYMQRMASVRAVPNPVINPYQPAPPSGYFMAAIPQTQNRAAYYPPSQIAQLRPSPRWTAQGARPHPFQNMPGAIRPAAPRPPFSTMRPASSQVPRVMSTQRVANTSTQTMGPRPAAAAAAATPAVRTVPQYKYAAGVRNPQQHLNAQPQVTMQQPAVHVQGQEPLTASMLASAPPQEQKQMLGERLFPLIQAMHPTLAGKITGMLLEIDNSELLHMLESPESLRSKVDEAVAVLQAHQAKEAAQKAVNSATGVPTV
# LMPTP block: LMPTP (human) inhibition; P24666; inhibition, % at 20 µM; actives 0.22% (n = 360,000); recombinant LMPTP-A, OMFP fluorogenic substrate, fluorescence intensity;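 active = compounds that cut the enzyme signal by at least half of the control window in the single-dose screen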;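 note: plate controls were DMSO wells with enzyme plus substrate for no effect and substrate without enzyme for full effect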
# Target sequence (P24666 whole entry, looked up): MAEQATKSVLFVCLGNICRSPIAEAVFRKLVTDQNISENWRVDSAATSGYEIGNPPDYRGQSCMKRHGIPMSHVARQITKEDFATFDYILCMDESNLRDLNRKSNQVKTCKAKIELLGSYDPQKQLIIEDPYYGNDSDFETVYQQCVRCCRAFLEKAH
#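 material = LMPTP-A | quantity = 0.625 nM enzyme | reagent = OMFP substrate, 400 µM final | buffer or medium = Bis-Tris pH 6.0, DTT, detergent | detection = endpoint fluorescence intensity from OMFP dephosphorylation | dosing = single 20 µM dose | read-out basis = % inhibition relative to no-enzyme and uninhibited control wells | control set = no-enzyme and uninhibited controls | timing = 50 min at room temperature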
# STEP inh: inhibitors of human striatal-enriched phosphatase STEP; recombinant STEP, OMFP fluorogenic substrate, fluorescence; actives 0.25% (n = 360,000); AID 588621; inhibition, % at 20 µM; P54829;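 active = inhibition at 20 µM, scaled per plate between control wells, above about 37%, limit read from the data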;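 note: 0% = DMSO with enzyme and substrate and 100% = substrate only without enzyme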
#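 material = STEP tyrosine phosphatase | reagent = fluorogenic phosphatase substrate OMFP at 25 µM final | doses = single compound dose of 20 µM, 1% DMSO final | schedule = 20 min reaction, room temperature, in the dark | measured by = fluorescence, 480/540 nm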
# NadD block: NadD (S. aureus) enzyme inhibition; AID 602399; inhibition, % at 20 µM; purified NadD enzyme, colorimetric absorbance read-out; actives 0.78% (n = 360,000); in the data active = inhibition above about 26%; note: some compounds past the cut are filed as inactive
# Starred values were filed as active, the others as inactive; i = inactive; . = no result given. Rows were taken by chance, and some 3.6% of all compounds hit somewhere here.
SMILES,Rpn11 block,SUMO1-SIM PPI,Scp1 inh,DNMT1 inh,Tb MetRS inh,CSN deneddyl inh,MLLE-PAM2 inh,LMPTP block,STEP inh,NadD block
Cn1c(=O)[nH]c(=O)c2c1nc(N1CCCCC1)n2C/C=N/Nc1ccc(C(=O)O)cc1,i,7,-12,1,0.2,2,19,-3.3,2,-4
COc1ccc(S(=O)(=O)N(C(C)=O)c2ccc3oc(=O)sc3c2)cc1,i,4,-18,-4,-0.2,-1,25,-1.0,0,-4
CC(C)(C)c1ccc(N2C(=N)SCC2=O)cc1,i,-2,-9,1,-0.5,-1,8,-0.6,0,-6
O=C(CCC(=O)Nc1ccc(F)cc1)N/N=C/c1cccc(Br)c1,i,-1,-7,-3,-0.9,0,11,0.7,-3,0
CCOC(=O)N1CCC(NC(=O)c2cc3c(=O)n(C)c4ccccc4c3n2C)CC1,i,6,-4,-2,-0.7,2,12,-0.1,1,3
COc1ccc2[nH]c3c(c2c1)CCN1C(=O)C(CC(=O)NC/C=C(\C)CCC=C(C)C)C[C@H](C(=O)N2CCOCC2)[C@@]31CCC1CCCC1 (some centres undefined),i,2,15,26,-0.6,-4,-2,2.0,3,7
COc1ccc(N2CCN(S(=O)(=O)c3ccc4c(c3)OCCO4)CC2)cc1,i,3,-11,-5,0.1,-3,-3,-0.1,1,1
Cn1ncc([N+](=O)[O-])c1C(=O)N1CCOCC1,i,1,6,0,-1.4,2,-6,-1.3,4,-5
c1ccc([C@H]2CNCCN2CCc2cccc3ccccc23)cc1,i,-32,2,-12,-0.1,2,-6,-1.9,5,0
CC(C)(C)S(=O)(=O)c1cnc(-c2cnccn2)nc1N,i,-2,-4,-2,2.7,-2,-7,-1.8,1,-4
O=C(COC(=O)CSc1ccccc1)NC1CCS(=O)(=O)C1 (centres undefined),i,-4,.,6,-0.4,3,-14,0.6,-1,1
CN(Cc1nc(-c2ccccn2)no1)S(=O)(=O)c1ccccc1,i,-2,1,2,-1.9,-1,-5,-0.2,-2,3
COc1ccc(N2CCN(C(=O)C3CCN(S(=O)(=O)c4ccccc4)CC3)CC2)cc1,i,2,0,-1,-0.2,-3,6,-0.4,4,-3
O=C(CCC(=O)N1CCCC1)Nc1nnc(C2CCCCC2)s1,i,4,-2,0,-0.1,-3,-10,0.4,1,-7
Cc1ccnc(N2CCCC(C(=O)Nc3cc(F)ccc3C)C2)n1 (centres undefined),i,5,-4,4,-1.1,3,5,0.1,0,2
COc1ccccc1NC(=O)c1sc2ncn(CC(=O)N3CCC(C)CC3)c(=O)c2c1C,i,-7,-6,4,-0.1,6,6,-0.7,4,5
CCN(CC(=O)NC(C)C)C(=O)c1ccc(S(=O)(=O)N(C)c2ccccc2OC)cc1,i,0,3,-1,-0.7,2,-6,-0.8,0,3
O=C(C1CCN(S(=O)(=O)c2ccc(Br)cc2)CC1)N1CCOCC1,i,3,-5,2,0.0,-2,1,-2.0,3,1
CC(C)(C)c1ccc(C(=O)N2CCC(C(=O)NC3CCCCCC3)CC2)cc1,i,4,-3,1,-0.9,-1,8,1.7,-2,-3
O=C(CSc1nnc(Cn2c(=O)sc3ccccc32)n1CCc1ccccc1)N1CCCC1,i,0,-4,-1,-0.1,2,-101,0.1,-2,-1
CCN(CC(=O)NCc1ccc(Cl)cc1)C(=O)COc1cccc(C(F)(F)F)c1,i,-46,-15,-18,-0.6,-1,12,-7.8,2,-6
Cc1cccc(NS(=O)(=O)c2cccc(C(=O)NCC(c3ccco3)N(C)C)c2)c1 (centres undefined),i,-34,-7,-5,-0.5,-1,13,-7.5,-3,-4
O=C(Nc1ccc(Cl)cc1)c1cnc(-c2ccccc2)nc1-c1ccccc1,i,-2,0,9,-0.7,-2,-4,1.5,4,-4
COc1ccccc1-c1nc(C#N)c(N2CCCCCC2)o1,i,1,-10,-5,-0.7,-2,-2,0.5,0,-6
O=C1NN(c2cccc(Br)c2)C(=O)/C1=C\c1ccccc1,i,3,-6,-1,-0.3,-3,27,1.6,9,16

# Two neighbouring entries out of the list so far, for reference:
SMILES,Rpn11 block,SUMO1-SIM PPI,Scp1 inh,DNMT1 inh,Tb MetRS inh,CSN deneddyl inh,MLLE-PAM2 inh,LMPTP block,STEP inh,NadD block
CCN(CC(=O)NCc1ccc(Cl)cc1)C(=O)COc1cccc(C(F)(F)F)c1,i,-46,-15,-18,-0.6,-1,12,-7.8,2,-6
Cc1cccc(NS(=O)(=O)c2cccc(C(=O)NCC(c3ccco3)N(C)C)c2)c1 (centres undefined),i,-34,-7,-5,-0.5,-1,13,-7.5,-3,-4

# Later entries.
SMILES,Rpn11 block,SUMO1-SIM PPI,Scp1 inh,DNMT1 inh,Tb MetRS inh,CSN deneddyl inh,MLLE-PAM2 inh,LMPTP block,STEP inh,NadD block
O=C(CSc1cccc2cccc(Cl)c12)NCc1cccs1,i,-13,-7,-8,-0.4,1,10,1.9,0,-7
CCn1nnc(NC(=O)c2ccc(-c3ccccc3[N+](=O)[O-])o2)n1,i,-13,-2,-18,-0.5,2,9,-0.1,0,-1
COc1cc(NC(=O)CSc2nc(=O)n(CCN3CCOCC3)c3c2CCC3)cc(OC)c1,i,0,1,1,-0.5,4,-3,-1.6,-2,-2
CC(C)NS(=O)(=O)c1ccc(NC(=O)C(C)OC(=O)CCC(=O)c2cccs2)cc1 (centres undefined),i,1,-10,2,-0.1,-5,-2,-0.4,2,3
CCOc1ccc(Nc2nc3ccccc3c(=O)s2)cc1,i,-12,-11,4,0.2,-1,-21,-0.8,-1,-2
COc1ccc(/C=C/C(=O)Nc2ccc(N3CCOCC3)cc2)cc1,i,-8,-7,-4,-0.5,-5,0,0.6,-1,-18
CC(C)CCNC(=O)CCc1nnc(COc2ccccc2)o1,i,-1,5,2,-2.0,0,-9,-1.9,-1,-3
CCn1c(C)cc(/C=C2/SC(=O)N(C(C)C(=O)OC)C2=O)c1C (centres undefined),i,6,-18,-4,0.5,5,4,5.0,0,-3
Cc1cc(C(=O)NCc2ccco2)c2ccccc2n1,i,-4,-11,-2,1.5,4,6,0.2,0,-3
O=C(Cc1nn[nH]n1)c1ccccc1O,i,2,-7,0,0.1,-1,1,-2.3,-2,4
CCOc1cccc(C(=O)Nc2cccc(-c3nnc(-c4ccc(C)cc4)o3)c2)c1,i,0,-8,66*,-1.0,2,0,5.4,0,0
COc1ccc(C2(c3ccc(O)cc3O)CC(c3ccccc3Cl)NC(=S)N2)cc1 (centres undefined),i,-1,1,-3,0.7,3,-109,2.8,1,2
CCCc1nc2c(s1)CCc1onc(-c3ccc(Cl)cc3)c1-2,i,-5,-6,1,-0.5,-5,-1,2.4,3,1
Cc1ccc(OCc2ccc(C#N)cc2)c(C(=O)c2cc(C#N)c(=O)n(C3CC3)c2)c1,i,1,-1,2,-1.0,3,-1,1.0,0,1
Cc1ccc(C(=O)Nc2c(N)nc(SCC(=O)Nc3cc(C)on3)[nH]c2=O)cc1,i,4,10,1,-0.5,3,21,-0.5,0,1
CCOC(=O)C1CCCCN1Cc1cn(C)nc1-c1ccccc1F (centres undefined),i,0,-8,-1,-0.9,6,-5,-0.2,-2,0
CCCn1c(=O)c(C(=O)NCC2CCCO2)c(O)c2ccccc21 (centres undefined),i,2,-7,0,-0.6,6,14,2.6,3,-5
CCn1c(SCC(=O)c2cc(OC)ccc2OC)nnc1C1CC1,i,-1,0,1,-0.2,1,-1,-0.8,-4,-1
CCCCN(C(=O)COC(=O)c1nc2nc(C)cc(C)n2n1)C1CCS(=O)(=O)C1 (centres undefined),i,4,-5,5,-0.2,1,6,-1.1,-1,-7
Cc1cc(C)n(CCc2nc(-c3cc4ccccc4o3)cs2)n1,i,-5,4,-9,-0.4,8,9,1.9,-2,-4
CN(C)S(=O)(=O)c1ccc(-c2csc(N/N=C/c3ccco3)n2)cc1,i,-20,-12,-14,-0.5,-5,2,2.2,0,2
O=C(NCc1ccccc1Cl)C1CCCN(C(=O)Nc2ccc(F)cc2)C1 (centres undefined),i,2,-5,0,-0.4,5,4,0.2,0,-10
O=C(CN1C(=O)NC2(CCCCCC2)C1=O)c1ccc2c(c1)OCCO2,i,1,-4,0,-0.4,0,0,0.8,3,-1
CCN1CCN(S(=O)(=O)c2ccc(OC)cc2)CC1,i,-1,0,4,-0.5,7,9,-1.8,1,-2
CC1(C(=O)NCc2ccccc2)CN(S(C)(=O)=O)CC(=O)N1Cc1cccc(F)c1 (centres undefined),.,-6,.,.,-0.6,-3,.,0.5,.,.

# DNMT1 inh: hit marks shown above.
SMILES,Rpn11 block,SUMO1-SIM PPI,Scp1 inh,DNMT1 inh,Tb MetRS inh,CSN deneddyl inh,MLLE-PAM2 inh,LMPTP block,STEP inh,NadD block
CCOc1cccc(C(=O)Nc2cccc(-c3nnc(-c4ccc(C)cc4)o3)c2)c1,i,0,-8,66*,-1.0,2,0,5.4,0,0

# (further entries)
SMILES,Rpn11 block,SUMO1-SIM PPI,Scp1 inh,DNMT1 inh,Tb MetRS inh,CSN deneddyl inh,MLLE-PAM2 inh,LMPTP block,STEP inh,NadD block
CC1(C)C2CCC(C2)C1(C)NC(=O)C[N+](C)(C)C (centres undefined),i,-1,2,2,-0.2,4,3,-1.6,-2,-4
O=C(Nc1c(F)c(F)c(F)c(F)c1F)C1CCCCC1,i,-1,-18,0,-0.4,-1,-2,-3.4,-1,-2
Cc1ccccc1C(=O)NC(NCC1CCCO1)C(Cl)(Cl)Cl (centres undefined),i,10,-18,10,-0.6,3,3,0.0,-2,-5
NC(=O)N/C=C1\CCCOC1=O,i,-1,.,-1,0.2,-2,-6,-1.1,1,4
NS(=O)(=O)c1ccc(CNC(=O)c2ccc(Br)o2)cc1,i,0,-4,4,-0.3,0,5,-0.1,0,0
CC1(C)CC(=O)C(C2(O)C(=O)Nc3ccccc32)CO1 (centres undefined),i,-20,-7,1,-0.6,-2,-2,-0.5,-2,-1
CC(C)CCN1CCN(CCCc2ccccc2)CC1CCO (centres undefined),i,2,-1,5,-0.1,-2,9,0.5,3,-10
CCC(C)(C)n1nnnc1C(c1cc(OC)ccc1OC)N1CCN(Cc2ccccc2)CC1 (centres undefined),i,1,-6,-1,0.4,1,12,2.5,0,-5
O=C(COc1ccccc1)OCC(=O)c1ccc(O)cc1O,i,-4,1,2,-0.6,-2,6,1.3,-4,-9
C=CCNC(=O)CSc1nc2sc3c(c2c(=O)n1CCCOC)CCC3,i,4,3,-1,-1.4,-5,-8,1.2,0,0
